Screening results deposited in PubChem by The Scripps Research Institute Molecular Screening Center.
PAFAH1B3 inh: blocks human PAF acetylhydrolase 1B catalytic subunit 3 | inhibition, % at 3.39 µM | actives 0.28% (n = 340,000) | recombinant PAFAH1B3, FP-rhodamine probe, fluorescence polarization | AID 492972 | Q15102;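 active = inhibition above the screen-wide average of all tested compounds plus 3 SD, cut at about 25% in these data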;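 also: 0% = enzyme with DMSO only and 100% = wells lacking PAFAH1B3 protein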
Target sequence (Q15102 whole entry, looked up): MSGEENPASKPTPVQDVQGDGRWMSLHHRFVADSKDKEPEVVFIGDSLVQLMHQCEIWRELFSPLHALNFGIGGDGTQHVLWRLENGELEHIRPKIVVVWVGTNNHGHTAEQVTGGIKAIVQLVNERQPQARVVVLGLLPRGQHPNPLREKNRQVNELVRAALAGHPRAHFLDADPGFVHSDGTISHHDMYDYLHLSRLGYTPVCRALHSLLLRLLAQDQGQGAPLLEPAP
pPAFAH inh: inhibitors of human plasma PAF acetylhydrolase (pPAFAH) | recombinant pPAFAH, FP-rhodamine probe fluorescence polarization | inhibition, % at 3.39 µM | actives 1.5% (n = 330,000) | AID 463082;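 active = inhibition above the mean inhibition across the screen plus 3 SD, cut at about 25% in these data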;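 also: inhibitors block binding of the rhodamine activity-based probe so polarization drops; 0% = enzyme with DMSO and 100% = wells lacking pPAFAH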
EBNA-1 inh: blocks EBNA-1 binding to DNA. actives 0.34% (n = 300,000). inhibition, % at 14.8 µM. EBNA-1 DNA binding, fluorescence polarization. AID 1950; in the data active = inhibition above about 28%
PAFAH1B2 FP inh: PAFAH1B2 (human) inhibition | actives 1.2% (n = 340,000) | inhibition, % at 3.39 µM | AID 492953 | recombinant PAFAH1B2, FP-rhodamine activity probe, fluorescence polarization | P68402;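 active = inhibition above the mean of all tested compounds plus 3 SD, cut at about 24% in these data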;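 also: 0% = enzyme with DMSO and 100% = wells lacking PAFAH1B2; many of its hits are not listed in these tables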
ZTA counter: ZTA (EBV) inhibition in EBNA-1 counter-screen; P03206; ZTA-DNA binding, fluorescence polarization; inhibition, % at 11 µM; actives 0.15% (n = 320,000); AID 2234; in the data active = inhibition above about 33%
Target sequence (P03206 whole entry, looked up): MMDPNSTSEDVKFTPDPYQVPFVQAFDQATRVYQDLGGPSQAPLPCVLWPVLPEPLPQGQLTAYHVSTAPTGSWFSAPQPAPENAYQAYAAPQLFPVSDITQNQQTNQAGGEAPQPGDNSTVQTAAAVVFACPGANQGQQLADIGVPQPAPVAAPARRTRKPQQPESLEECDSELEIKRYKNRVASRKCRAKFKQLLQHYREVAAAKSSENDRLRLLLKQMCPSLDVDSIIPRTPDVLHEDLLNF
PAFAH2 FP inh: inhibitors of human PAFAH2. Q99487. recombinant PAFAH2, FP-rhodamine activity probe, fluorescence polarization. inhibition, % at 3.39 µM. actives 0.99% (n = 340,000). AID 492956;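 active = inhibition above the mean over all tested compounds plus 3 SD, cut at about 30% in these data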;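 also: inhibitors block probe labeling of enzyme so polarization drops; 0% = enzyme with DMSO and 100% = wells lacking PAFAH2 protein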
LYPLA1 counter: blocks human lysophospholipase 1, a PME1 counter-screen; O75608; recombinant LYPLA1, FP-Rh probe fluorescence polarization; inhibition, % at 5.9 µM; actives 0.16% (n = 320,000);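 active = inhibition above the mean of all tested compounds plus 3 SD, set per campaign, cut at about 14% in these data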;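 also: inhibitors block serine hydrolase probe labeling of LYPLA1 so polarization falls; 0% = enzyme with DMSO and 100% = wells lacking LYPLA1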
Target sequence (O75608 whole entry, looked up): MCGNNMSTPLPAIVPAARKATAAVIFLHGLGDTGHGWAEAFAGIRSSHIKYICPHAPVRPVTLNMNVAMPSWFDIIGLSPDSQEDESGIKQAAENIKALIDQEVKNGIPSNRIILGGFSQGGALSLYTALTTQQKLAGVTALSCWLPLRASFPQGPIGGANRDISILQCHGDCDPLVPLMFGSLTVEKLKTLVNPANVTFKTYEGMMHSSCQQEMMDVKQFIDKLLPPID
LYPLA2 counter: blocks human lysophospholipase 2, a PME1 counter-screen | AID 2177 | O95372 | inhibition, % at 5.9 µM | actives 0.38% (n = 320,000) | recombinant LYPLA2, FP-Rh probe fluorescence polarization;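 active = inhibition above the screen-wide mean plus 3 SD, limit set per campaign, cut at about 26% in these data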;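 also: 0% = LYPLA2 with DMSO and 100% = wells lacking LYPLA2 enzyme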
Target sequence (O95372 whole entry, looked up): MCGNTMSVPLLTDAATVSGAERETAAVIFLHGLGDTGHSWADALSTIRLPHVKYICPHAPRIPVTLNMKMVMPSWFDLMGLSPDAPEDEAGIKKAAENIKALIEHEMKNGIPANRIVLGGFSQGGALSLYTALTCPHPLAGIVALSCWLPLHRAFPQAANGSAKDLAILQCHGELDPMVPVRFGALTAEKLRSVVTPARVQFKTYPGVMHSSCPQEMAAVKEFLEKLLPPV
PREPL inhibitor: inhibitors of human prolyl oligopeptidase-like enzyme PREPL | Q4J6C6 | recombinant PREPL, fluorescence polarization activity-based probe | inhibition, % at 5.96 µM | actives 0.68% (n = 320,000) | AID 2751; in the data active = inhibition above about 43%;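 also: 0% = enzyme with DMSO and 100% = wells lacking enzyme; many of its hits are not listed in these tables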
* marks the source's active call; other numbers are inactive results; x = no result given; & = joins results of further samples.

The line under a structure holds: PAFAH1B3 inh, pPAFAH inh, EBNA-1 inh, PAFAH1B2 FP inh, ZTA counter, PAFAH2 FP inh, LYPLA1 counter, LYPLA2 counter, PREPL inhibitor
- CCSc1nnc([C@H](Cc2ccccc2)NC(=O)OC(C)(C)C)o1
→ -4, 0, 5, -2, 15, 1, 0, 2, 9
- OCCC1CN(Cc2ccc3c(c2)CCO3)CCN1Cc1ccc(F)cc1 (configuration not stated)
→ 1, -2, -1, 1, -9, 3, -1, -1, 17
- COc1ccc(-n2nc(C(=O)NCC(=O)N3CCN(c4ccccn4)CC3)c3ccccc3c2=O)cc1Cl
→ 7, -2, -6, 2, 14, 0, 1, -3, 9
- O=C(NC1=NCCS1)c1ccc(OCC2CCCO2)cc1 (configuration not stated)
→ 8, 4, -1, 2, -12, 0, 1, 5, 0
- Cc1cc(C)c2[nH]c(=O)c(C(c3nnnn3Cc3ccc4c(c3)OCO4)N3CCC(C)CC3)cc2c1 (configuration not stated)
→ 6, -2, -16, 4, -7, 0, -6, -9, 10
- O=C(CCCSc1nc2ccccc2[nH]1)Nc1ccccc1
→ 8, 2, 8, 4, 14, -9, -3, 4, -17
- COCCNC(=O)[C@H]1N2C(=O)c3ccccc3C2SC1(C)C (some centres not stated)
→ 5, -3, -1, 8, 11, 7, 0, 0, 10
- Cc1cc2nc(CCN3CCOCC3)n(S(=O)(=O)c3ccc(C(C)(C)C)cc3)c2cc1C
→ -3, 6, 0, -5, -27, 3, -3, -9, -2
- CCOC(=O)[C@@H]1[C@H]2COc3ccc(Br)cc3[C@@H]2N2C(=O)N(c3ccc(OC)cc3)C(=O)[C@]12C
→ 13, 0, 0, -2, 0, -4, 3, 9, -15
- CN1CCN(P(=O)(c2ccccc2)c2nc3ccccc3s2)CC1 (configuration not stated)
→ 12, -2, -5, 0, 8, 4, 3, 6, 7
- COc1ccc(C(=O)N/C(=C\c2ccccc2)C(=O)Nc2ccccc2C(=O)O)cc1
→ 8, 1, 4, -3, 14, 9, -1, -2, 1
- O=C(Nc1cccc(S(=O)(=O)N2CCCC2)c1)c1ccccc1OC(F)F
→ 2, -2, -5, 2, 3, -1, -5, -4, 7
- CCCn1c(O)c(C=Nc2ccccc2)sc1=S
→ 16, -1, -5, 11, 5, 4, -3, -3, 10
- C#CCOCCOCCOCCNc1nc(N2CCN(C(=O)CCCCCCCCCCNC(=O)[C@@H](CCC(=O)O)n3cc(CCCCCN)nn3)CC2)nc(N2CCN(C(=O)CCCCCCCCCCNC(=O)[C@H]([C@@H](C)CC)n3cc(CCCCCN)nn3)CC2)n1
→ 19, 2, 8, 6, 30, -1, 3, 18, 30
- CCN(CC)S(=O)(=O)c1ccc(N2CCOCC2)c(NC(=O)c2ccc(OC)c([N+](=O)[O-])c2)c1
→ 1, 9, -6, 2, 2, 11, -3, 1, -2
- Cc1ccc(NS(=O)(=O)c2ccc(C(=O)NCCCN3CCOCC3)cc2)cc1
→ 9, 16, 6, 1, 17, -1, 6, -1, 0
- CCCCn1ccnc1C(=O)c1cccc(S(=O)(=O)N2CC(C)CC(C)C2)c1 (configuration not stated)
→ 0, 3, 4, 3, 4, 3, -2, 1, 5
- CC(C)CCNC(=O)c1onc(CSc2ccc(F)c(F)c2)c1C(=O)NCCC(C)C
→ 3, 3, -7, 4, -3, -23, -5, 3, 2
- O=C(Nc1ccc2c(c1)OCCO2)C1CC(O)CN1C(=O)Nc1ccccc1 (configuration not stated)
→ 2, -2, 0, 2, -14, -4, 3, -7, 2
- Cc1ccc(-c2nc3ccccc3c(=O)n2CCN2CCOCC2)cc1
→ 3, 3, 11, 0, 6, 4, -4, -5, -2
- COc1ccc(CSc2nnc(C)s2)cc1F
→ 7, 0, -4, 0, -7, 7, 2, 3, -3
- Fc1ccc(N2CCN(C(c3cccs3)c3nnnn3C3CCCC3)CC2)cc1 (configuration not stated)
→ 4, 0, -9, 4, -8, 2, 1, 3, -14
- CN(C)S(=O)(=O)c1ccc2c(c1)C(=O)c1cc(S(=O)(=O)N(C)C)ccc1CC2
→ 3, 2, x, 5, -9, 5, 2, -2, 3
- Cc1c(N=C2Nc3cccc4cccc2c34)c(=O)n(-c2ccccc2)n1C
→ 8&10, 6, 7, 2&2, 11, 8&13, 2, 0, 0
- COc1cc(OC)c(OC)cc1CN(C)CC1CCCN(CCc2ccccc2F)C1 (configuration not stated)
→ 2, 4, -1, 3, 11, -1, 3, 3, 18
- C/C(=N\NC(=O)c1nn(C)c(C)c1Br)c1cccc(NC(=O)c2ccc(F)cc2)c1
→ 5, 1, -5, -1, -2, 7, 1, 5, 12
- COc1ccc(Cl)cc1S(=O)(=O)N1CCC(C(=O)NCC2CCCO2)CC1 (configuration not stated)
→ 8, 7, -7, 4, -10, -2, 2, 1, 31
- CCOC(=O)CC[C@H](NC(=O)Cn1cnc(C(=O)Nc2ccc(C)c(C)c2)n1)C(=O)OCC
→ 7, 1, x, 0, x, -5, x, x, x
- CCCCC(=O)Nc1ccc(N2CCN(S(C)(=O)=O)CC2)cc1
→ -4, 5, -1, 1, -3, 0, 0, 4, 1
- CC[C@]12c3[nH]c4cc(-c5ccco5)ccc4c3CCN1C(=O)[C@@H](CC(=O)NCCN1CCOCC1)C[C@@H]2C(=O)N1CCN(C(=O)C2CC2)CC1
→ 2, 7, x, 0, x, -3, x, x, x
- O=C(CSCc1cnn(-c2ccccc2)c1-n1cccc1)NCC1CCCO1 (configuration not stated)
→ 10, 6, -9, 1, 4, 2, 0, -1, 3
- C[C@H](CO)N1C[C@H](C)[C@@H](CN(C)S(=O)(=O)c2cccs2)Oc2ccc(NC(=O)NC3CCCCC3)cc2C1=O
→ 4, 12, x, 0, x, -2, x, x, 13
- Cc1ccc(C(C)C)c(OCC(=O)NNC(=O)CC2OC(=O)c3ccccc32)c1 (configuration not stated)
→ 2, 16, -12, 12, -11, 5, 6, 6, -5
- COc1cc(CNCCO)cc(Br)c1OCc1ccccc1
→ 6, -3, -5, 4, -1, 1, 3, 8, -1
- COc1cccc(OC)c1OCCN1CCCC1
→ 9, -2, 4, -4, -5, -7, -3, -3, -5
- COc1ccc(C(=O)/C=C/c2cn(CC(O)CN3CCN(C)CC3)c3ccccc23)cc1OC (configuration not stated)
→ 6, 1, -2, 0, 16, 3, 1, -4, 18
- O=C(O)COc1ccccc1/C=N/NC(=O)CSc1nnc(-c2ccc(Cl)cc2)n1C1CCCCC1
→ 5, -1, 21, 10, 11, 7, -1, -8, -9
- COc1ccccc1N1CCN(C2CCN(C(=O)c3cc(OC)c(OC)c(OC)c3)CC2)CC1
→ 3, -1, -2, 8, -17, 1, -2, 8, 8
- O=C(CSc1nc(-c2ccccc2)cs1)N1CCN(C(=O)c2ccco2)CC1
→ -10, -2, -1, 0, -1, -11, -1, 4, -13
- Cc1ccc(C(=O)Nc2ccc3nccnc3c2)cc1
→ 8, -1, -6, 7, -18, 14, -3, 1, 19
- CC(OC(=O)c1ccccn1)C(=O)Nc1ccc(C(F)(F)F)cc1 (configuration not stated)
→ 1, 2, x, 6, -5, 3, -2, -5, 0
- Cc1ccc(S(=O)(=O)/C(C#N)=C/c2c(N3CC(C)OC(C)C3)nc3ccccn3c2=O)cc1 (configuration not stated)
→ 6, 3, -2, 1, 5, -9, 0, 6, -13
- C=CCOc1c(Br)cc(/C=N\n2nnnc2N)cc1OC
→ -3, 0, 11, 4, -1, -6, -1, 4, 4
- O/N=C/c1ccc(OCC(O)COc2ccc(/C=N/O)cc2)cc1
→ 5, 4, -15, 1, -2, 3, 5, 9, -11
- CS(=O)(=O)Nc1nc2n(n1)C(c1ccc(F)cc1)CC(c1ccccc1)N2 (configuration not stated)
→ 1, -2, 8, 13, 2, -9, 2, 6, 14
- S=C1NC(C23CC4CC(CC(C4)C2)C3)=CC(c2ccc3c(c2)OCO3)N1 (configuration not stated)
→ 2, 3, -9, 4, -1, 6, 0, -5, 3
- COc1cccc(NC(=O)Cc2cn(C)c3ccccc23)c1
→ 2, 4, 8, 5, 0, 6, -1, 2, 3
- O=C(NCCN1C(=O)S/C(=C\c2ccc(OC(F)F)cc2)C1=O)[C@@H]1CCCN1C(=O)c1cccs1
→ 5, 4, -8, 4, -2, -3, -4, 3, -4
- Fc1ccccc1NC(=S)Nc1cccnc1
→ 3, 3, -5, 11, -2, 6, -2, -3, -4
- O=C(CN1CCN(Cc2ccccc2)CC1)N/N=C/c1cccnc1
→ -3, 1, -1, 4, -11, 0, 3, 11, 1

(list continues)
The line under a structure holds: PAFAH1B3 inh, pPAFAH inh, EBNA-1 inh, PAFAH1B2 FP inh, ZTA counter, PAFAH2 FP inh, LYPLA1 counter, LYPLA2 counter, PREPL inhibitor
- Cc1ccc(-c2ccc(CCC(=O)O)n2-c2cccc(O)c2)cc1
→ -4, 25, 15, 8, 9, 3, -4, -4, 4
- CC1CCN(CCCN2C(=O)C3C(C(=O)Nc4ccc(Cl)cc4)C4C=CC3(O4)C2C(=O)NC2CCCCC2)CC1 (configuration not stated)
→ 4, 2, 5, 6, 7, -7, 1, -3, 37
- COc1cc(OC)cc(C(=O)OCC(=O)NCc2ccc3c(c2)OCO3)c1
→ -7, 2, -2, 0, -5, 0, 0, 1, -10
- C=CCOc1cccc(C2c3c(oc4ccc(F)cc4c3=O)C(=O)N2CCCN2CCOCC2)c1 (configuration not stated)
→ 4, 0, -2, 2, -14, -3, 1, 1, -1
- O=C(O)C1Cc2ccccc2CN1C(=O)COc1ccc(Br)cc1 (configuration not stated)
→ 8, 5, -5, 5, 6, -2, -3, -3, 1
- CCOC(=O)C1(CC2CC2)CCN(Cc2cc(Cl)c(O)c(OC)c2)CC1
→ 9, 1, -6, 2, 9, 6, 0, 3, -16
- CC(=O)C1=C(O)C(=O)N(c2ccc(Br)cn2)C1c1ccc(Br)cc1 (configuration not stated)
→ 5, 1, 14, 3, 10, 0, -1, -5, 2
- O=C(COC(=O)c1ccc(Br)o1)Nc1cccc(S(=O)(=O)N2CCCCCC2)c1
→ -4, 12, -4, 2, -3, 18, -10, -25, 18
- COc1cc(CN2CCN(c3ccccc3C)CC2)cc([N+](=O)[O-])c1O
→ 9, -1, -13, 7, -4, -4, -4, 1, -9
- COCCn1cnnc1SCC(=O)Nc1cccc(S(=O)(=O)N2CCCCC2)c1
→ 12, 1, x, 8, 7, -5, -1, 1, 1
- O=C(COc1ccc2ccccc2c1)N1CCN(C(=O)c2cccnc2)CC1
→ 5, 1, 7, 8, -25, 5, -5, 10, 15

These rows are one share of the data, so the mix of outcomes need not match the whole.
